Screening results (PubChem)
Pol beta inh: inhibitors of human DNA polymerase beta | P06746 | Pol beta primer extension/strand displacement, fluorescence kinetic | Potency, µM (titrated, usually from 114 µM), without a hit: at the top dose activity change, negative = inhibition, usual class: inhibitors | 340,000 compounds, 1.3% hits; further: on the % scale 0 is the no-effect control and ±100 the full control effect
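Kinetic readout of DNA synthesis with strand displacement by Pol beta. Compound and 10 nM enzyme sit 15 min at room temperature; 50 nM substrate starts the reaction, read immediately and at 10 min.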
G9a inh: G9a (human) methyltransferase inhibition | 350,000 compounds, 8.8% hits | G9a H3K9 monomethylation, AlphaScreen, 2 h | Q96KQ7 | Potency, µM (doses to about 102 µM), for inactives: at the highest dose activity, negative = inhibition, usual class: inhibitors; further: on the % scale 0 is the no-effect control and ±100 the full control effect; nearly all actives have a fitted effect of over 75% in size
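AlphaScreen detection with an anti-monomethyl H3K9 antibody quantified product after a 2 h room-temperature reaction containing 500 nM biotinylated H3K9 peptide, 20 µM SAM and 20 nM enzyme, which had been preincubated 15 min with compound.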
BLM inh: Bloom syndrome helicase (human) inhibition; recombinant BLM DNA unwinding, fluorescence dequenching; Potency, µM (top dose mostly 56.1 µM), for inactives: at the highest dose activity change, negative = inhibition, hits mostly inhibitors; 350,000 compounds, 0.2% hits; AID 2528;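 further: plate controls were vehicle for no effect and no enzyme for full effect; nearly all actives have a fitted effect of over 35% in size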
BAZ2B block: inhibitors of human BAZ2B bromodomain; Q9UIF8; AlphaScreen BAZ2B-H3K14Ac peptide displacement; Potency, µM (titrated, usually from 114 µM), for inactives: at the top dose activity change, negative = inhibition, actives largely listed as inhibitors; 360,000 compounds, 4.4% hits; AID 504333; further: on the % scale 0 is the no-effect control and ±100 the full control effect; nearly all actives have a fitted effect of over 60% in size
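Protein-peptide AlphaScreen: BAZ2B 50 nM, b-H3K14Ac 50 nM, 1x PBS pH 7.4 + 0.01% Tween-20. Preincubation 30 min RT; cpd 30 min RT (top 110 uM); beads 20 min RT, light-protected.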
POLH inh: DNA polymerase eta (human) inhibition; Potency, µM (titrated, usually from 114 µM), for the others: at the highest dose activity change, negative = inhibition, usual class: inhibitors; Q9Y253; 390,000 compounds, 1.2% hits; recombinant Pol eta, fluorescent DNA replication assay; further: on the % scale 0 is the no-effect control and ±100 the full control effect
Target sequence (Q9Y253 whole entry, looked up): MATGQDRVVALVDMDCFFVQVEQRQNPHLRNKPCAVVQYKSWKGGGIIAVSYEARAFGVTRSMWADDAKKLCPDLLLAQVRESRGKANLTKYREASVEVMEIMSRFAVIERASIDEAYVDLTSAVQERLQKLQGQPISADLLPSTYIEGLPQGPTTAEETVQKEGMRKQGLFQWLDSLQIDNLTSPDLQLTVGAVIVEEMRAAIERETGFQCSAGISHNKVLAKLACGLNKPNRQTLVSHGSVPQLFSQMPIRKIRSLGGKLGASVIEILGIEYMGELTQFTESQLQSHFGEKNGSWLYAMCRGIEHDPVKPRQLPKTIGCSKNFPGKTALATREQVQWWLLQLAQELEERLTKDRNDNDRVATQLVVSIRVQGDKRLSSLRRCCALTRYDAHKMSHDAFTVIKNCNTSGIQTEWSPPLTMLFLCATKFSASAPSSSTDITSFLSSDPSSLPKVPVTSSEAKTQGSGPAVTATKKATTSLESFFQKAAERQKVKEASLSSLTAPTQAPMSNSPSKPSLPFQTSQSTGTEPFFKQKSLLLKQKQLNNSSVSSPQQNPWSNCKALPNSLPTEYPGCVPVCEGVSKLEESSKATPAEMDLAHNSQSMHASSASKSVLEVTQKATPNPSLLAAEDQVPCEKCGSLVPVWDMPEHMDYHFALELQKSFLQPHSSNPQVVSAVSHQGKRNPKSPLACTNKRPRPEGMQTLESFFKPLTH
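Pol eta (10 nM) was preincubated with compounds for 15 min at room temperature, after which fluorescent replication substrate (50 nM final) was added to start the reaction. Fluorescence was read kinetically at 0 and 10 min.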
Pol kappa inh: blocks human DNA polymerase kappa activity. 400,000 compounds, 0.53% hits. purified Pol kappa, fluorescent DNA synthesis assay, 10 min. Potency, µM (series often up to 107 µM), without a hit: at the highest dose activity, negative = inhibition, actives largely listed as inhibitors. Q9UBT6; further: on the % scale 0 is the no-effect control and ±100 the full control effect
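Activity was followed as the change in fluorescence between reads at 0 and 10 min after starting the reaction with 50 nM substrate. Beforehand, 10 nM polymerase had been preincubated with compound for 15 min at room temperature.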
JMJD2A Tudor inh: JMJD2A Tudor domain (human) inhibition | AlphaScreen JMJD2A-Tudor / H3K4me3 peptide binding | 390,000 compounds, 4.4% hits | O75164 | Potency, µM (doses to about 114 µM), for the others: at the top dose activity change, negative = inhibition, most hits filed as inhibitors; further: on the % scale 0 is the no-effect control and ±100 the full control effect; nearly all actives have a fitted effect of over 50% in size
APE1 inh: APE1 (human) endonuclease inhibition. P27695. recombinant APE1, TAMRA/BHQ-2 abasic DNA cleavage fluorescence. Potency, µM (series often up to 65.8 µM), for the others: at the highest dose activity change, negative = inhibition, hits mostly inhibitors. 350,000 compounds, 0.35% hits;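 further: plate controls were vehicle for no effect and reference inhibitor for full effect; nearly all actives have a fitted effect of over 55% in size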
Target sequence (P27695 whole entry, looked up): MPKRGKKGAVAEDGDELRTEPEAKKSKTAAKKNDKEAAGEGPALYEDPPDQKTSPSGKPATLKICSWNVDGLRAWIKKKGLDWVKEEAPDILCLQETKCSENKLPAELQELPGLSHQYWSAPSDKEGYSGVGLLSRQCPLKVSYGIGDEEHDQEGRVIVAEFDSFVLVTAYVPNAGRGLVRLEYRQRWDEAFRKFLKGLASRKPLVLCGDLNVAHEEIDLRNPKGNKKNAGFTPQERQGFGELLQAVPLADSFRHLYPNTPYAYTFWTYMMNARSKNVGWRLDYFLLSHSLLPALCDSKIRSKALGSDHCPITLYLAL
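Step 1: APE1 (0.75 nM) with compound, 15 min RT. Step 2: add 50 nM fluorophore/quencher THF duplex. Step 3: three fluorescence reads 60 s apart (525/598 nm); read 3 minus read 1 = reaction progress.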
POLI inh: blocks human DNA polymerase iota activity. Q9UNA4. Potency, µM (titrated, usually from 115 µM), for inactives: at the highest dose activity, negative = inhibition, actives largely listed as inhibitors. 390,000 compounds, 1% hits. Pol iota fluorescent replication assay, 10 min
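Fluorescent replication assay read twice, at 0 min and 10 min after adding 50 nM (final) substrate. Enzyme (10 nM) and compounds were first incubated 15 min at room temperature; enzyme-free buffer wells were negative controls.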
The depositor's hits bear a star; ? = inconclusive; · = not tested or not shown; [ ] = another dose, or the depositor's remark. The call rests on the fitted dose curve; in most records, active means well fitted curve in the direction sought with a large enough effect; inconclusive means small, poorly fitted or top-dose-only effect, or another doubt; inactive means no such curve, though single readings can be large; an effect the other way counts as inactive or inconclusive. Potency means the concentration at half of the fitted maximal effect. An excerpt (hit frequency here may not be typical).

SMILES	Pol beta inh	G9a inh	BLM inh	BAZ2B block	POLH inh	Pol kappa inh	JMJD2A Tudor inh	APE1 inh	POLI inh
CCC(=O)Nc1ccccc1-c1nc2ccccc2n(C(CC)C(=O)Nc2cccc(C(C)=O)c2)c1=O (stereo not given)	?	?	-2%	?	-20%	9%	-1%	·	12%
COC(=O)c1ccccc1N(C)C(=O)C12CCC(C)(C(=O)O1)C2(C)C (stereo not given)	82%	10%[59 µM]	-3%	0%	-23%	-16%	-9%	-2%	2%
COc1cccc2cc(C(=O)N3CCC(C)CC3)c(=O)oc12	40%	50µM*	0%	-5%	-8%	9%	-9%	11%	-11%
O=C(CCc1nnc2n(Cc3ccccc3Cl)c(=O)c3ccccc3n12)Nc1ccc(F)cc1	33%	1%[59 µM]	-6%	-1%	-8%	2%	-20%	·	6%
O=C(Nc1c(C(=O)N2CCOCC2)cnn1-c1ccccc1Cl)c1ccco1	-1%	3%[59 µM]	1%	-3%	-4%	3%	3%	3%	-3%[58.9 µM]
COc1ccc(-c2cc3ccc(O)c(CN4CCCC(C)C4)c3oc2=O)cc1OC (stereo not given)	-1%	28%[59 µM]	0%	11%	-9%	-7%[60.1 µM]	11%	·	8%
COc1ccc(Br)cc1C(=O)N/N=C/c1cccnc1	-10%	-3%[2.33 µM]	-2%	3%	-17%	3%	-4%	12%	38%[activator]
CC1(c2ccc(Cl)cc2)NC(=O)N(CC(=O)Nc2ccc(F)cc2)C1=O (stereo not given)	0%	12%[59 µM]	-4%	0%	-6%	-4%	-11%	39%[12.4 µM]	21%
CCCc1cc(=O)oc2cc(OCC(=O)NCc3cccs3)ccc12	-22%	-6%[59 µM]	-6%	2%	4%	14%	-35%	18%	20%
COc1ccc(CC(=O)OCC(=O)NCc2ccc(C)cc2)cc1OC	·	·	·	·	-11%	0%	-10%	11%	106%[activator]
COC(=O)c1ccsc1NC(=O)CN1CCN(c2ccc(F)cc2)CC1	3%	7%[12.7 µM]	-3%	?	-24%	-10%	-26%	-2%	?
CC1CCN(C(=S)NC2CCCCC2)CC1	?	2%[59 µM]	3%	-5%	0%	-11%	11%	-1%	-17%

A draw from above in order of SMILES length, ascending:
SMILES	Pol beta inh	G9a inh	BLM inh	BAZ2B block	POLH inh	Pol kappa inh	JMJD2A Tudor inh	APE1 inh	POLI inh
COc1cccc2cc(C(=O)N3CCC(C)CC3)c(=O)oc12	40%	50µM*	0%	-5%	-8%	9%	-9%	11%	-11%
CCCc1cc(=O)oc2cc(OCC(=O)NCc3cccs3)ccc12	-22%	-6%[59 µM]	-6%	2%	4%	14%	-35%	18%	20%
COc1ccc(CC(=O)OCC(=O)NCc2ccc(C)cc2)cc1OC	·	·	·	·	-11%	0%	-10%	11%	106%[activator]
CC1(c2ccc(Cl)cc2)NC(=O)N(CC(=O)Nc2ccc(F)cc2)C1=O (stereo not given)	0%	12%[59 µM]	-4%	0%	-6%	-4%	-11%	39%[12.4 µM]	21%
CCC(=O)Nc1ccccc1-c1nc2ccccc2n(C(CC)C(=O)Nc2cccc(C(C)=O)c2)c1=O (stereo not given)	?	?	-2%	?	-20%	9%	-1%	·	12%

New compounds follow
SMILES	Pol beta inh	G9a inh	BLM inh	BAZ2B block	POLH inh	Pol kappa inh	JMJD2A Tudor inh	APE1 inh	POLI inh
C/C(=N\NC(=O)c1ccco1)c1cc2ccccc2o1	27%	-2%[59 µM]	4%	-32%	-4%	-2%	-4%	5%	7%
Cc1ccc2c(c1)c1c3n2CCN(CC(O)CNC(C)C)C3CCC1 (stereo not given)	51%	?	-10%	?	-19%	-12%	?	17%	122%[activator]
c1ccc2cc(CNCc3cccc4ccccc34)ccc2c1	0%	67%[activator][59 µM]	3%	20%	-19%	-1%	23%	1%	106%[activator]
C#CCOCCOCCOCCNc1nc(N2CCN(C(=O)CCCCCCCCCCNC(=O)[C@H](CCCCN)n3cc(C)nn3)CC2)nc(N2CCN(C(=O)CCCCCCCCCCNC(=O)[C@H](CO)n3cc(CCCSC)nn3)CC2)n1	·	-9%[2.33 µM]	·	?	89µM*	?	56µM*	?	?
CC1CC(C)CN(CCCNS(=O)(=O)c2ccc3c(c2)CCN3C(=O)C2CC2)C1 (stereo not given)	-1%	-11%[59 µM]	-4%	-2%	-14%	7%	-8%	47%[activator]	8%
COC(=O)c1ccc(CNC(=O)c2ccc(S(=O)(=O)N(C)c3ccccc3OC)cc2)cc1	·	20%[12.7 µM]	·	7%	-6%	-10%	-11%	-2%	-8%
O=[N+]([O-])c1ccc(C=NNc2ccccc2)cc1	·	·	·	·	-11%	-18%	25µM*	·	65%[activator]
COc1ccc(S(=O)(=O)N2CCOCC2)cc1NC(=O)c1ccc(S(=O)(=O)N(C)c2ccccc2OC)cc1	·	·	·	·	-27%	-1%	-22%	·	34%
N#C/C(=C\c1cccnc1)C(=O)Nc1cccc(Cl)c1	-15%	-37%	4%	-9%	-20%	6%	0%	-2%	95%[activator]
COc1ccc(NC(=O)c2ccc(S(=O)(=O)N3CC(C)CC(C)C3)cc2)cc1S(N)(=O)=O (stereo not given)	·	-9%[12.7 µM]	·	-1%	-15%	0%	-4%	2%	28%
COc1ccc(N=C2C(=Nc3ccc(OC)cc3)N(c3ccc(OC)cc3)C(=S)N2C)cc1	12%	5µM*	-12%	2.8µM*	-5%	-9%	8.9µM*	-2%	-11%
CC(=O)N1C(=O)C2(C(C#N)=C(N)Oc3cc(C)oc(=O)c32)c2ccccc21 (stereo not given)	-13%	1%[12.7 µM]	1%	-2%	8%	-3%	-28%	-1%	-8%
COc1ccc2c(c1)c(C(=O)CN1CCOCC1)c(C)n2C	2%	-39%[12.7 µM]	2%	-1%	0%	-3%	-2%[11.4 µM]	0%	?
Cc1cccn2c(=O)c(C(=O)NC(C)c3ccccc3)cnc12 (stereo not given)	39%	16%[59 µM]	3%	-1%	-4%	-6%[60.1 µM]	-5%	·	-3%
COc1cccc(CC(NC(C)=O)C(=O)NC2CCN(c3nc(C)cc(C)c3C#N)CC2)c1 (stereo not given)	-1%	2%[12.7 µM]	-2%	-3%	15%	6%	-17%	0%	11%
Cc1cc(=O)oc(C)c1C(=O)OCC(=O)c1ccc2ccccc2c1	-2%	-5%[59 µM]	-8%	-9%	0%	-6%	-5%	-4%	12%
Cc1ccc(S(=O)(=O)N(OCc2ccccc2)C(C)C(=O)O)cc1 (stereo not given)	·	·	·	·	-3%	-1%	8%	·	33%[activator]
Cc1ccc(Cn2nnc(C(=O)Nc3cc(C)ccc3C)c2N)cc1	43%	-14%[59 µM]	2%	6%	-15%	-8%	-7%	-5%	-9%
CC(C)NC(=O)c1ccc(-c2cc(C(F)(F)F)ccc2Cl)o1	1%	-15%[59 µM]	2%	9%	-4%	-14%	-4%	1%	15%
O=C(Nc1ccc2c(c1)OCO2)c1ccc(Br)o1	14%	-10%	-4%	?	-12%	-4%	-25%	16%	73%[activator]
Cc1ccc(NC(=O)c2cn3c4c(ccc(Cl)c4c2=O)OC(C)C3)cc1C (stereo not given)	-19%	-25%[59 µM]	0%	-1%	-8%	-24%	-5%	·	25%
CN(C(=O)CSc1ncnc2ccccc12)C1CCCCC1	·	-26%	·	0%	-18%	-9%	-6%	39%	28%
COc1ccc(-c2noc(CCCC(=O)N3CCN(c4cc(C)ccc4C)CC3)n2)cc1	·	·	·	·	-16%	-3%	-6%	-14%	4%
CCCCNS(=O)(=O)c1ccc2nc(-c3cccnc3)cc(C(=O)NCCC)c2c1	?	2%[59 µM]	2%	7%	0%	-5%[60.1 µM]	7%	·	-5%
CCOc1ncccc1C(=O)Nc1ccc2c(c1)OCCCO2	·	-25%	·	6%	1%	-18%	-1%	1%	7%
c1ccc2[nH]c(CCCc3nc4ccccc4[nH]3)nc2c1	32%	56µM*	-4%	-6%	-25%	0%	-12%	-7%	159%[activator]
Cc1ccc(C)c(NC(=O)CSC2=Nc3ccccc3N=C(c3ccc(F)cc3)C2)c1	19%	6%[59 µM]	-1%	?	-7%	-3%[60.1 µM]	-16%	·	12%
Nc1nc(Nc2ccccc2)nc(NC2CCCCC2)c1[N+](=O)[O-]	-22%	-10%[2.33 µM]	?	?	-17%	-15%	?	-7%	-27%
COc1cccc2c1C(CCCC(=O)O)CCC2 (stereo not given)	·	·	·	·	-8%	0%	-6%	·	21%
Cn1cc(Br)c(C(=O)NC(=S)N2CCN(c3ccccn3)CC2)n1	18%	40µM*	5%	?	-11%	1%	-10%	11%	46%[activator]
COc1cccc(CNC(=O)CCc2c(C)c3cc4c(C)coc4c(C)c3oc2=O)c1	25µM*	4%[59 µM]	-19%	-4%	?	-22%	?	·	?
CCOc1ccccc1NC(=O)CCNC(=O)c1ccco1	2%	1%	-21%	-2%	-16%	14%	-14%	4%	31%[activator]
CC(Cl)c1cc(-c2ncc(C(F)(F)F)cc2Cl)no1 (stereo not given)	-2%	15%	-6%	39%	1%	-17%	6%	4%	40%[activator]
COc1cccc(CN(C)C(=O)c2cc(COc3ccc4ncccc4c3)on2)c1	12%	-31%	-3%	-4%	-16%	-10%	-5%	5%	81%[activator]
COc1ccc(OC)c(C2C(C(C)=O)=C(O)C(=O)N2CCc2ccc(OC)c(OC)c2)c1 (stereo not given)	-4%	?	6%	-5%	-9%	-6%	-29%	12%	8%
NC(=O)c1ccc(NC(=O)CN2CCN(c3ccc(Cl)cc3)CC2)cc1	19%	-1%	-2%	-6%	-7%	7%[60.1 µM]	-3%	2%	4%
CCCCc1ccc(C(=O)N/C(=C\c2ccc(C)cc2)C(=O)NC2CCCCC2)cc1	-2%	-50%[59 µM]	-2%	0%	·	-20%	-21%	·	-1%
O=C(CSc1nc2c([nH]c3ccccc32)c(=O)n1-c1ccccc1)N1CCCC1	20µM*	-4%[59 µM]	-13%	?	-10%	-3%[60.1 µM]	-15%	·	-5%
C=CCn1c(N)cc(=O)nc1SCC(=O)NC(C)c1ccccc1 (stereo not given)	-20%	-24%[59 µM]	-3%	-6%	3%	-13%	-22%	-4%	-9%
O=C(O)C1CC=CCC1C(=O)NCCCN1CCCC1=O (stereo not given)	-2%	?	-3%	-14%	-9%	15%	5%	31%	65%[activator]
COc1ccc(N2CCN(C(=O)CN3C(=O)NC4(CCCc5ccccc54)C3=O)CC2)cc1 (stereo not given)	·	40µM*	·	10%	1%	-3%	-30%	-8%	28%
